RBBP9 inh: human RBBP9 hydrolase inhibition; O75884; inhibition, % at 7.94 µM; actives 0.2% (n = 220,000); recombinant RBBP9, FP-Rh probe fluorescence polarization;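 active means inhibition above the campaign mean of all tested compounds plus 3 SD, cut at about 14% in these data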;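 further: plate controls were DMSO wells with RBBP9 for no effect and wells lacking RBBP9 protein for full effect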
Target sequence (O75884 whole entry, looked up): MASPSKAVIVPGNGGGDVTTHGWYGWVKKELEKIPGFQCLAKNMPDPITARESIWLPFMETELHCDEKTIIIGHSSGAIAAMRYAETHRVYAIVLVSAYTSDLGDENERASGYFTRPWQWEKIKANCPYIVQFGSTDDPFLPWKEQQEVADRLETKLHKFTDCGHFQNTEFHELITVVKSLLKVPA
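Test system: recombinant human RBBP9. Quantity: 2.5 µM RBBP9 dispensing solution, before mixing. Detection: FP readout at 525/598 nm. Reagent: Serine-hydrolase probe FP-Rh, 375 nM pre-mixing. Measure: % inhibition. Control set: DMSO-treated enzyme wells and wells lacking RBBP9. Buffer or medium: Tris-NaCl-Pluronic buffer, pH 8.0. Times: preincubation 30 min plus labeling 45 min at 25 °C.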
EP2 antag: EP2 receptor (human) inhibition | P43116 | C6 glioma cells expressing human EP2, cAMP TR-FRET; cells stimulated with saturating PGE2 | inhibition, % at 25 µM | actives 0.52% (n = 260,000);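 active means percent inhibition above 40 after rounding to a whole number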;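 further: rat C6 glioma host cells with rolipram phosphodiesterase inhibitor present; the protocol text gives 20 µM as final concentration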
Target sequence (P43116 whole entry, looked up): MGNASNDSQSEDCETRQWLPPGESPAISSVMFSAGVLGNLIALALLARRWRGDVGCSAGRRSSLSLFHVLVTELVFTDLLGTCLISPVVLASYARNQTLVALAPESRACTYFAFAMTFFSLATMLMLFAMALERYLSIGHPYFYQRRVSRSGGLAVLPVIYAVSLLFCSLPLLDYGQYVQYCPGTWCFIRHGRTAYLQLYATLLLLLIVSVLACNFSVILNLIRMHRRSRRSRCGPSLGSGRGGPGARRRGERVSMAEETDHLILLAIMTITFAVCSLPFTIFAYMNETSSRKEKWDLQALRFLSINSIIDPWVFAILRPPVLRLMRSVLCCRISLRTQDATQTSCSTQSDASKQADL
NCF1 inh: blocks human p47phox regulatory protein of NADPH oxidases; P14598; p47phox/p22phox peptide binding, fluorescence polarization, 2 h; inhibition, % at 24.7 µM; actives 0.53% (n = 220,000); AID 1274;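 active means inhibition above about 30%, limit read from the data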;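 further: 0% = p47phox with labelled peptide and 100% = labelled peptide alone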
Target sequence (P14598 whole entry, looked up): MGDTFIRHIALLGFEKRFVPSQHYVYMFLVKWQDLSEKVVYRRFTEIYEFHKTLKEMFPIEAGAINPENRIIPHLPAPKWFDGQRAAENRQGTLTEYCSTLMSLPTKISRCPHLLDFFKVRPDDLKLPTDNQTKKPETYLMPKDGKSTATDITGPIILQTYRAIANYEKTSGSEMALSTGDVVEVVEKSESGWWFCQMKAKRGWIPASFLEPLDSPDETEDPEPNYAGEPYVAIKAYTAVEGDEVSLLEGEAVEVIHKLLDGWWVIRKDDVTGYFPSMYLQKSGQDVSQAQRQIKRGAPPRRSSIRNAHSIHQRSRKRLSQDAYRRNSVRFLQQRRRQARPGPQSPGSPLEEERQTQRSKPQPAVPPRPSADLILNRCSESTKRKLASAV
Ba/F3 V617F tox: lowers viability of Ba/F3 cells expressing EpoR and JAK2V617F | ATP luminescence | inhibition, % at 5.6 µM | actives 1.1% (n = 220,000) | AID 1446;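 active means inhibition above the campaign mean plus 3 SD over all tested compounds, cut at about 24% in these data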;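 further: cytokine-independent growth of Ba/F3 cells driven by EpoR plus mutant JAK2; 0% = DMSO-treated cells and 100% = JAK inhibitor I control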
BaF3 tox: counter-screen for JAK2V617F inhibitors: parental Ba/F3 viability inhibitors. CellTiter-Glo ATP luminescence. inhibition, % at 5.6 µM. actives 1.1% (n = 220,000);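 active means inhibition above a per-campaign cutoff, the mean inhibition of all tested compounds plus 3 SD, cut at about 27% in these data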;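 further: 0% = DMSO wells and 100% = JAK Inhibitor I control wells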
PPC-1+TRAIL kill: kills PPC-1 cancer cells in the presence of TRAIL; PPC-1 cells + TRAIL, ATPLite viability luminescence; cell killing (% activity), % at 4 µM; actives 0.41% (n = 220,000); AID 1443;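 active means cell killing above 50% in the first pass at 4 µM, then a duplicate retest at 5 µM averaging 50% or more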;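 further: plate controls were cells with TRAIL plus DMSO for no effect and medium-only wells lacking cells for full effect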
p97 ATPase inh: inhibitors of human p97 ATPase | P55072 | AID 1481 | actives 0.42% (n = 220,000) | inhibition, % at 8 µM | recombinant p97 ATPase, Kinase-Glo ATP luminescence, 3 h; in the data active means inhibition above about 15%;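 further: 0% = DMSO vehicle and 100% = wells lacking enzyme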
Furin inh: inhibitors of human furin; P09958; purified furin, fluorogenic substrate cleavage; inhibition, % at 30 µM; actives 0.061% (n = 220,000); AID 463115; in the data active means inhibition above about 25%; further: inactives centre near -15
Tb hexokinase: blocks Trypanosoma brucei hexokinase 1 activity. recombinant TbHK1, G6PDH-coupled NADH A340. inhibition, % at 10 µM. actives 0.11% (n = 220,000);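 active means inhibition of 50% or more in the single-dose primary screen; inactive means inhibition below 50%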
* hit, by the source's call; / = no result given; & = joins results of further samples; [ ] = remark or other dose. Only part of the results is shown; count on the stated rates, not on these rows.

Key to letters: A = RBBP9 inh; B = EP2 antag; C = NCF1 inh; D = Ba/F3 V617F tox; E = BaF3 tox; F = PPC-1+TRAIL kill; G = p97 ATPase inh; H = Furin inh; I = Tb hexokinase
Molecule: OCCCNC(=S)Nc1ccc(Nc2ccccc2)cc1
  A: -1; B: 1; C: -21; D: 0; E: 2; F: -5; G: 1; H: -19; I: -5
Molecule: Cc1cc(C)cc(NC(=O)C/C(N)=N/O)c1
  A: -12; B: 6; C: -1; D: 1; E: 3; F: 24; G: -2; H: -20[20 µM]; I: -8
Molecule: O=C(CS(=O)(=O)c1ccccc1)N1CCCCCC1
  A: -5; B: 12; C: -18; D: -5; E: 0; F: -10; G: 2; H: -27[20 µM]; I: 1
Molecule: CCC(=O)N(CC)Cc1cc(=O)[nH]c2ccccc12
  A: -13; B: 4; C: 10; D: 3; E: 1; F: 7; G: -5; H: -5; I: -8
Molecule: O=C(O)CCN=C1CCc2ccccc2N1
  A: -2; B: /; C: -7; D: -3; E: 0; F: 11; G: 2; H: -15[20 µM]; I: -10
Molecule: C=C(C)c1cccc(C(C)(C)NC(=O)N(C)C2CCN(C)CC2)c1
  A: -5; B: 8; C: 110*; D: 3; E: 3; F: 27; G: -6; H: -19; I: 8
Molecule: COC(=O)c1cc(NC(=O)CC2C(=O)NCCN2C(=O)c2ccccc2)cc(C(=O)OC)c1 (stereo unspecified)
  A: -8; B: 5; C: -19; D: -3; E: -1; F: -4; G: 2; H: -21[20 µM]; I: -2
Molecule: C#CCNC(=O)C1=C[C@H](C(C)(C)C)C[C@H](OCc2ccc(CO)cc2)O1
  A: -6; B: 6; C: -5; D: -3; E: 4; F: 23; G: 3; H: -14; I: -13
Molecule: CCCS(=O)(=O)N1CCCC(C(=O)NCc2ccco2)C1 (stereo unspecified)
  A: 1; B: 10; C: -7; D: -4; E: 2; F: 11; G: 0; H: -25; I: 2
Molecule: COc1ccc(C(=O)NCCCOc2cccc(NC(C)=O)c2)cc1
  A: -1; B: 6; C: 3; D: 2; E: -4; F: 16; G: -7; H: -8; I: 9
Molecule: Cc1ccc(NC(=O)NC(=O)N(C(C)C)S(=O)(=O)c2ccc(C)cc2)cc1
  A: -3; B: 7; C: -6; D: -5; E: -1; F: -4; G: 1; H: -21; I: 1
Molecule: O=C(/C=C/c1ccco1)NC(=S)Nc1ccccn1
  A: -2; B: 5; C: -11; D: 0; E: 4; F: 0; G: 3; H: -14[20 µM]; I: -67
Molecule: O=c1c2ccccc2c(C=NCCCN2CCOCC2)c(O)n1Cc1ccc2c(c1)OCO2
  A: -2; B: 15; C: -7; D: 2; E: 11; F: -3; G: 0; H: -17; I: -11
Molecule: CC(C)(O)C(O)COc1c2ccoc2cc2oc(=O)ccc12 (stereo unspecified)
  A: -4; B: 24; C: -1; D: 1; E: -2; F: 5; G: 4; H: -26; I: -16
Molecule: CNc1nc(=S)[nH]c2ccccc12
  A: -4; B: 11; C: -5; D: -1; E: 0; F: 6; G: 4; H: -13; I: -22
Molecule: O=C(NC(=S)NCC1COc2ccccc2O1)c1ccccc1 (stereo unspecified)
  A: -5; B: 12; C: 0; D: -1; E: 10; F: 5; G: -1; H: -16[20 µM]; I: 5
Molecule: CC(=O)Oc1ccc(C(=O)Nc2nccs2)cc1
  A: /; B: 11; C: -11; D: /; E: /; F: 25; G: /; H: -20; I: -6
Molecule: CCC[N+](CC#Cc1ccccc1)(CCC)CC(=O)OC
  A: 0; B: 6; C: -3; D: 0; E: 5; F: -5; G: 3; H: -17; I: 3
Molecule: CCOc1ccc(NC(=O)Nc2cc(-c3ccccc3)sc2C(=O)OC)cc1
  A: -6; B: 10; C: -10; D: 1; E: 4; F: -6; G: 2; H: -6; I: -11
Molecule: CCOc1ccccc1Nc1ccnc2cc(Cl)ccc12
  A: 4; B: 12; C: -10; D: 1; E: 9; F: 0; G: 3; H: -5; I: -20
Molecule: COC(=O)Cc1ccc(NC(=O)c2ccc(NC(=O)c3ccco3)cc2)cc1
  A: -3; B: 13; C: -39; D: -2; E: 2; F: 7; G: -1; H: -21; I: -4
Molecule: O=C(OCc1nnc(-c2ccc(Cl)cc2)o1)c1ccncc1
  A: -13; B: 9; C: -22; D: -2; E: 2; F: 14; G: -1; H: -28; I: 1
Molecule: Cc1nnc(N2C(=O)C(O)=C(C(=O)c3ccco3)C2c2ccc(F)cc2)s1 (stereo unspecified)
  A: -6; B: 17; C: -14; D: 1; E: 4; F: 2; G: -4; H: -8; I: -9
Molecule: CCOC(=O)C1CCN(S(=O)(=O)c2ccc(-c3ccccn3)s2)CC1
  A: -9; B: 19; C: -8; D: -1; E: 0; F: -6; G: -5; H: -19; I: 3
Molecule: O=S(=O)(NCc1cccnc1)c1cccc2nsnc12
  A: 2; B: 4; C: -6; D: -2; E: 6; F: 11; G: 4; H: -30; I: 4
Molecule: Cc1c(NC(=S)N/N=C/c2ccc(Br)cc2)c(=O)n(-c2ccccc2)n1C
  A: -7; B: 3; C: -8; D: -1; E: 2; F: 7; G: 4; H: -16; I: -57
Molecule: S=C(NCc1ccco1)Nc1ccc(Cl)cc1Cl
  A: -2; B: 8; C: -8; D: -1; E: 8; F: 9; G: 6; H: -23; I: 16
Molecule: CC(C)N(O)C(=O)NC(C)(C)C
  A: -2; B: 10; C: -8; D: 6; E: 14; F: 20; G: -4; H: 1[20 µM]; I: 3
Molecule: S=C(N/N=C/c1ccccc1Cl)Nc1cccc(Cl)c1Cl
  A: -13; B: 4; C: -2; D: 2; E: 2; F: -4; G: -4; H: -18; I: -10
Molecule: COc1cccc(CNS(=O)(=O)c2ccc3c(c2)CCN3C(=O)C2CC2)c1
  A: 0; B: 1; C: 0; D: 2; E: 8; F: -16; G: 0; H: -14; I: -7
Molecule: CCn1c(Cc2ccc(OC)cc2)nnc1SCC(=O)N1CCN(c2ccccc2)CC1
  A: -8; B: /; C: -6; D: 2; E: 4; F: -2; G: -5; H: -12[20 µM]; I: -4
Molecule: Cc1cccc(Nc2nc(N)nc(CSC(=S)N3CCOCC3)n2)c1
  A: -3; B: 10; C: -5; D: -3; E: 0; F: 2; G: 2; H: -18; I: -6
Molecule: c1cn2c(Nc3ccc4c(c3)OCCO4)c(-c3ccc(N4CCOCC4)cc3)nc2cn1
  A: -8; B: 3; C: -5; D: -1; E: 0; F: 14; G: 7; H: -4; I: -47
Molecule: COCc1cc(C)n(CC(=O)OC)c(=O)c1C#N
  A: -2; B: 6; C: -7; D: -4; E: 6; F: 20; G: 6; H: -29; I: -4
Molecule: CNc1nc(N)c([N+](=O)[O-])c(NCCO)n1
  A: 0; B: 5; C: 3; D: -2; E: 2; F: 13; G: 5; H: 5; I: -21
Molecule: COc1ccc(CNC(=O)CCN2C(=O)c3ccncc3C2=O)cc1OC
  A: -2; B: 4; C: -10; D: -2; E: -6; F: 0; G: 5; H: -29; I: 0
Molecule: COc1ccc(Cl)cc1NC(=O)COC(=O)C(CC(C)C)N1C(=O)C2CC=CCC2C1=O (stereo unspecified)
  A: -6; B: 11; C: -9; D: 3; E: 2; F: 2; G: -8; H: -10; I: -7
Molecule: CN1CCc2c(c3c(n2C)CCN(C)[C@@H]3c2cccnc2)[C@H]1c1cccnc1
  A: 5&-16; B: 4; C: -7&-3; D: -4&1; E: -1&5; F: 6&11; G: 2&-1; H: -13[20 µM]; I: 2&-5
Molecule: Cc1ncn(-c2ccc(C(=O)Oc3ccccc3)cn2)n1
  A: 1; B: 4; C: 8; D: -2; E: 2; F: 11; G: 1; H: -20; I: -4
Molecule: CCOC(=O)Cc1cnc(NC(=O)CSc2nc3ncnc(N)c3[nH]2)s1
  A: -3; B: 11; C: -4; D: -1; E: 3; F: 20; G: 3; H: -13; I: -10
Molecule: O=C(N/N=C/c1ccccc1)c1ccco1
  A: -8; B: 0; C: 2; D: -1; E: 1; F: 3; G: -10; H: -21; I: -19
Molecule: O=C(Cn1ncc2ccccc21)N1CCN(c2cccc(C(F)(F)F)c2)CC1
  A: 4; B: 14; C: -8; D: -1; E: 5; F: 13; G: 0; H: -28[20 µM]; I: 1
Molecule: COc1ccc(CNC(=O)CCSc2ccc(F)cc2)cc1OC
  A: -3; B: 5; C: 5; D: -1; E: 5; F: 5; G: 4; H: -29; I: -1
Molecule: CCOC(=O)C1=C(O)/C(=C/c2ccc(C)o2)SC1=NC(=O)c1ccccc1C
  A: 7; B: /; C: /; D: -2; E: -4; F: /; G: 6; H: -15[20 µM]; I: -4
Molecule: CCOC(=O)NC(NC(=S)Nc1ccc(OC)cc1)C(Cl)(Cl)Cl (stereo unspecified)
  A: -6; B: 10; C: 2; D: -4; E: 5; F: 8; G: -1; H: 0; I: 0
Molecule: O=[N+]([O-])c1ccc(O)c(N=Cc2sc3ccccc3c2O)c1
  A: -1; B: 9; C: -116; D: 1; E: 6; F: 14; G: -4; H: 1; I: -3
Molecule: COc1ccc(S(=O)(=O)Nc2cccc(S(=O)(=O)N3CCCCCC3)c2)cc1
  A: -2; B: 6; C: -3; D: -2; E: 6; F: -4; G: 3; H: -17; I: 4
Molecule: Cc1ccc(NCc2cccnc2)cc1
  A: -7; B: 17; C: 15; D: -1; E: 3; F: 5; G: -1; H: -20[20 µM]; I: -8
Molecule: Cn1c(=O)n(C)c2cc(C(=O)c3ccccc3)ccc21
  A: 2; B: 8; C: -26; D: -6; E: -4; F: 15; G: 2; H: -19; I: -12
Molecule: CCn1c(=NC(=O)c2ccco2)sc2cccc(F)c21
  A: -3; B: 13; C: 8; D: -2; E: 1; F: 21; G: -4; H: 9; I: -27

The list goes on:
Key to letters: A = RBBP9 inh; B = EP2 antag; C = NCF1 inh; D = Ba/F3 V617F tox; E = BaF3 tox; F = PPC-1+TRAIL kill; G = p97 ATPase inh; H = Furin inh; I = Tb hexokinase
Molecule: COc1cccc(-n2cc(CNCc3cn(C)nc3-c3ccccc3F)cn2)c1
  A: -7; B: 7; C: 3; D: -2; E: 1; F: 3; G: -4; H: -14; I: -5
Molecule: CCCN1CCC(=O)N(CCSc2ccc(C)cc2)CC1
  A: /; B: 16; C: 2; D: /; E: /; F: 10; G: /; H: -32; I: 5
Molecule: CCOC(=O)c1c(C)nc2sc3c(=O)n(-c4ccc(C(C)=O)cc4)cnc3c2c1-c1ccc(OC)cc1
  A: 10; B: -3; C: -6; D: -3; E: 3; F: 10; G: 2; H: -13[20 µM]; I: -17
Molecule: CS(=O)(=O)c1nc(S(=O)(=O)c2ccc(Cl)cc2)c(NCc2ccccn2)s1
  A: -15; B: 8; C: -8; D: 3; E: 10; F: 28; G: 4; H: -19; I: -13
Molecule: N#C/C(=C/c1ccc(N2CCOCC2)o1)C(=O)NC1CCCCC1
  A: -9; B: 4; C: -11; D: 2; E: 5; F: -1; G: -1; H: 11; I: 1

High-throughput results from PubChem BioAssay.
